GAA glycogen: inhibitors or activators of human alpha-glucosidase glycogen cleavage | recombinant GAA, glycogen substrate, Amplex Red glucose oxidase fluorescence | Potency, µM (series often up to 76.4 µM), for inactives: at the top dose activity change, negative = inhibition, actives largely listed as inhibitors | P10253 | 300,000 tested, 0.38% active;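 also: 0% = full enzyme reaction and -100% = no-enzyme basal signal; the screen sought inhibitors and activators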
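Recombinant human alpha-glucosidase (4 nM final) hydrolysed bovine liver glycogen (30 ug) for 40 min at 37 C in pH 5.0 citrate/phosphate with 0.01% Tween-20. Released glucose detected by glucose oxidase/Amplex Red, Ex 573/Em 610 nm. Compounds up to 77 uM; AC50 from Hill fits.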
aGal spleen mod: alpha-galactosidase A (human) modulation. P06280. human spleen homogenate, 4MU-alpha-Gal fluorescence, 40 min. Potency, µM (series often up to 80 µM), inactives show at the highest dose activity change, negative = inhibition, most hits filed as inhibitors. 240,000 tested, 0.008% active;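 also: 0% = enzyme with vehicle and -100% = no enzyme basal signal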
Target sequence (P06280 32-429 limits assumed): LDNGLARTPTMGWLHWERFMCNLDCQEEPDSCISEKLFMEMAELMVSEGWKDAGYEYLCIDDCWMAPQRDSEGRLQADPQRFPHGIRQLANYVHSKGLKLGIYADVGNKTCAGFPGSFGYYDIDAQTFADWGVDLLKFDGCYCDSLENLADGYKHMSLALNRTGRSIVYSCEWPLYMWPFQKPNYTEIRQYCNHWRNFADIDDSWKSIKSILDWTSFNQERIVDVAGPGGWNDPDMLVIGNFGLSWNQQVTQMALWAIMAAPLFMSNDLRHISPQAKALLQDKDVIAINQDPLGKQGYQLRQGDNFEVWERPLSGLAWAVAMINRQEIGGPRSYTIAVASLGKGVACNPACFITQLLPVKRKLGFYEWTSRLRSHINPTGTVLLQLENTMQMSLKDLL
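Inhibition or activation of alpha-galactosidase in human spleen homogenate is scored by 4-MU fluorescence after 40 min at 37C, pH 5.0, with 1 mM substrate. AC50s come from concentration-response fitted to the Hill equation.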
SMN2 splice up: increases expression of the SMN2 splice variant | HEK293 SMN2-luciferase splicing reporter, luminescence, 30-36 h | Potency, µM (doses to about 46.1 µM), for inactives: at the top dose activity change, positive = activation, hits mostly activators | 210,000 tested, 2.8% active | AID 1458; also: % of control where 0% means no effect; nearly all actives have a fitted effect of over 55% in size
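HEK293 cells carry an SMN2 […]–luciferase reporter in which exon 7 inclusion puts luciferase in frame. Cells were plated 10-12 h before compound addition, then incubated 30-36 h at 37C. ONE-Glo luminescence was read; sodium butyrate at 4.5 mM final served as control.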
GAA spleen mod: inhibitors or activators of human alpha-glucosidase in spleen homogenate; P10253; human spleen homogenate, 4-MU-alpha-glucoside fluorescence; Potency, µM (top dose mostly 79.9 µM), without a hit: at the highest dose activity change, negative = inhibition, most hits filed as inhibitors; 240,000 tested, 0.006% active;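 also: 0% = enzyme with vehicle and -100% = no enzyme basal signal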
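Enzyme source: human spleen homogenate, 1 ug/well. Buffer 50 mM citric acid/K phosphate pH 5.0, 0.01% Tween-20. 4-MU-alpha-glucoside 1 mM; 37 C x 40 min; NaOH/glycine stop; fluorescence.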
GoLoco inh red: blocks human Gai1 binding to RGS12 GoLoco peptide, red readout; P63096; Gai1:RGS12 GoLoco peptide FP, rhodamine, 10 min; Potency, µM (titrated, usually from 61.6 µM), inactives show at the top dose activity, negative = inhibition, hits mostly inhibitors; 230,000 tested, 0.44% active; active = well fitted inhibition curve with a large enough effect, not every such curve was filed as active; inactive = no such curve, though single readings can be large or run the other way; also: % is scaled to controls: 0 for no effect and ±100 for the full control effect; nearly all actives have a fitted effect of over 30% in size; many of its hits are not listed in these tables
Target sequence (P63096 whole entry, looked up): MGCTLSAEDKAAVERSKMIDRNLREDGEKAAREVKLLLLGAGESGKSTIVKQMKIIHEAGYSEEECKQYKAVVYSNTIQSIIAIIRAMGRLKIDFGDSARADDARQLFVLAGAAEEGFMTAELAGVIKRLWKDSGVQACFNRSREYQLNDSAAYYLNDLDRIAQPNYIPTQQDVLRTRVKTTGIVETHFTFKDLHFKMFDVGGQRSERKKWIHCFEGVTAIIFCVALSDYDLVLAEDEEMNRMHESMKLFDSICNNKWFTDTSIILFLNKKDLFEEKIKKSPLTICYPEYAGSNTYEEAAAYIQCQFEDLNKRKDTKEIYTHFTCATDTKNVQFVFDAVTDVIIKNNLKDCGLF
GAA inh: inhibitors of human lysosomal alpha-glucosidase. P10253. purified human GAA, 4-MU-alpha-glucoside fluorescence. Potency, µM (titrated, usually from 76.9 µM), without a hit: top-dose activity change, negative = inhibition, most hits filed as inhibitors. 200,000 tested, 0.005% active. AID 1466;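 also: plate controls were uninhibited enzyme wells for no effect and no-enzyme background for full effect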
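Fluorogenic assay: 4 nM human alpha-glucosidase with 400 uM 4-methylumbelliferyl-alpha-D-pyranoside in 50 mM citrate/phosphate, 0.005% Tween-20, pH 5.0, 20 min at room temperature. Compounds tested up to 77 uM; AC50 from Hill fits.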
ALDH1A1 block: ALDH1A1 (human) enzyme inhibition; AID 1030; Potency, µM (series often up to 75.3 µM), for inactives: top-dose activity, negative = inhibition, most hits filed as inhibitors; 220,000 tested, 7.3% active; Purified ALDH1A1, NADH fluorescence, propionaldehyde substrate; active = well fitted inhibition curve with a large enough effect, not every such curve was filed as active; inconclusive = small, poorly fitted or top-dose-only effect, or another doubt; inactive = no such curve, though single readings can be large or run the other way;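 also: plate controls were no enzyme wells and a reference inhibitor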
KDM4E inh: inhibitors of human JMJD2E histone demethylase | JMJD2E catalytic domain, FDH-coupled NADH fluorescence (FDH is formaldehyde dehydrogenase) | B2RXH2 | Potency, µM (top dose mostly 57.1 µM), without a hit: top-dose activity change, negative = inhibition, hits mostly inhibitors | 230,000 tested, 1.6% active | AID 2147; active = well fitted inhibition curve with a large enough effect, not every such curve was filed as active; inconclusive = small, poorly fitted or top-dose-only effect, or another doubt; inactive = no such curve, though single readings can be large or run the other way;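 also: 0% = wells with enzyme and -100% = buffer wells without enzyme; nearly all actives have a fitted effect of over 50% in size; many of its hits are not listed in these tables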
Target sequence (B2RXH2 1-337 limits assumed): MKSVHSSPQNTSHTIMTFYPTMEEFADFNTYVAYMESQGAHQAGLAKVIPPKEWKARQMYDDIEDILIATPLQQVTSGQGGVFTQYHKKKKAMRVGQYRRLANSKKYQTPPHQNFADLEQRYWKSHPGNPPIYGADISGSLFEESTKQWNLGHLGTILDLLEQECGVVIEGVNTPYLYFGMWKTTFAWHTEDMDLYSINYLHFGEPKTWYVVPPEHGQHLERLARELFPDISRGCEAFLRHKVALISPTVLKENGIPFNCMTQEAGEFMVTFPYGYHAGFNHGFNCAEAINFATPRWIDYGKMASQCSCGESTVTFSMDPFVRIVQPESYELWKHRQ
An asterisk follows results filed as active; ? = inconclusive; . = not tested or not shown; & = joins results of further samples; [ ] = dose if it differs, or a comment. Unless noted, calls follow the shape of the dose curve; as a rule, active = well fitted curve in the direction sought with a large enough effect; inconclusive = small, poorly fitted or top-dose-only effect, or another doubt; inactive = no such curve, though single readings can be large; an effect the other way counts as inactive or inconclusive. Potency is read from the fitted curve at half-maximal effect. An excerpt, so the mix of outcomes need not match the whole.

SMILES | GAA glycogen | aGal spleen mod | SMN2 splice up | GAA spleen mod | GoLoco inh red | GAA inh | ALDH1A1 block | KDM4E inh
O=C(CN1CCN(S(=O)(=O)c2ccc(F)cc2)CC1)Nc1cc(C(F)(F)F)ccc1Cl | -5% | -23% | -16% | -1% | 1% | ? | 14% | 7%
CC1CCN(c2nnc(-c3ccccc3)c3ccccc23)CC1 | -7% | -5% | -10% | -6% | -6% | 6% | 9% | 1%
FC(F)(Cl)c1nnc2ccc(Sc3ccccn3)nn12 | -1% | 0% | -16% | . | -1% | -3% | ? | -4%
Cc1cc(=O)n2c3ccccc3n(CC(O)CN3CCN(CCO)CC3)c2c1C#N (configuration not stated) | -16% | 1% | 2% | -7% | 26% | 7% | ? | ?
O=C(c1cccnc1)N1CCN(c2ccc3ccccc3n2)CC1 | 6% | 5% | -42%[inhibitor] | 1% | 6% | 9% | ? | ?
Cc1ccc(NC(=O)C(C)OC(=O)c2ccc(NS(=O)(=O)c3ccc(F)c(F)c3)cc2)cc1 (configuration not stated) | -3% | -13% | -13% | -12% | -3% | -3% | 6% | 8%
Cn1cnnc1Sc1cc(N2CCN(S(=O)(=O)c3ccc4ccccc4c3)CC2)ccc1[N+](=O)[O-] | -17% | 6% | 12% | 8% | -13% | -8% | 0% | 0%
CCC(C)NC(=O)c1ccccc1NC(=O)CN1C(=O)c2ccccc2S1(=O)=O (configuration not stated) | -4% | -5% | 0% | -1% | -2% | -4% | -5% | 10%
Cc1occc1-c1nnc(SCC(=O)N2CCOCC2)n1CC(C)C | 2% | 5% | -8% | 6% | -3% | -16% | -8% | 4%
O=C(COc1ccccc1Cl)N1CCN(c2ccc(F)cc2)CC1 | -10% | 1% | . | -1% | -5% | -5% | -6% | 4%
CC(=O)COC(=O)C1CC(=O)N(c2ccc(C)c(C)c2)C1 (configuration not stated) | 11% | -1% | . | 4% | -11% | 0% | -15% | 3%
Cn1c(=O)[nH]c(=O)c2[nH]c(CN3CCN(Cc4ccccc4)CC3)nc21 | 5% | 2% | . | 9% | 7% | . | . | -13%
CC(=O)NC(=S)Nc1ccccc1C(=O)Nc1ccccc1 | -13% | 4% | 10%[1.84 µM] | 5% | 3% | -7% | 0% | 9%
CSCCC(NC(N)=O)C(=O)Nc1cccc(S(=O)(=O)N2CCOCC2)c1 (configuration not stated) | 0% | -2% | -7% | -3% | 7% | -7% | 9% | 0%
CCOc1cccc(OCCOCCn2cnc3ccccc3c2=O)c1 | -7% | 2% | -17% | -1% | -8% | -1% | 3% | -7%
COc1ccc(N2CCN(C(=O)CSc3nnc4c(C)cc5ccccc5n34)CC2)cc1 | 4% | -1% | -29% | -7% | 3% | 3% | -13% | -9%
CC(C)C[C@@H](CSc1ccc(Br)cc1)N1CCN(CCc2ccccc2)CCC1=O | -12% | 7% | . | 2% | 8% | . | . | -7%
CC1(C)CC(=O)C(N=Nc2c(Cl)cc(Cl)cc2Cl)=C(O)C1 | -2% | 2% | -11% | 1% | -3% | -3% | 2µM* | 3%
Cc1occc1C(=O)NC(C)C12CC3CC(CC(C3)C1)C2 (configuration not stated) | -13% | 1% | . | 9% | 10% | 0% | 0% | 5%
COc1ccc(CN2CC(C(=O)NCCN3CCOCC3)CC2=O)cc1 (configuration not stated) | 7% | 6% | -5% | -2% | -2% | 8% | 7% | 1%
O=C(O)CSC(C(=O)Nc1ccc(C(F)(F)F)cc1)c1ccccc1 (configuration not stated) | 1% | 4% | 6% | 5% | 2% | -7% | -10% | 2%
O=S(=O)(c1cccs1)N1CCN(Cc2nc3ccccc3s2)CC1 | -23% | -10% | -38%[inhibitor] | -9% | 15% | -10% | 7% | 1%
Cc1ccc(N2CC(C(=O)NCCC(C)C)CC2=O)cc1 (configuration not stated) | -1% | 2% | 7% | 1% | 11% | -1% | 3% | -1%
COc1ccc(C(C)=O)cc1CN1C(=O)NC2(CCCCC2C)C1=O (configuration not stated) | -12% | 5% | -7% | -1% | -18% | 4% | ? | 5%
O=C(NCCO)c1ccc2c3n(nc2c1)-c1ccc(Cl)cc1CO3 | -5% | 5% | . | -4% | 14% | . | . | ?
CN1CCN(c2nc(C#N)cc(-c3ccccc3)n2)CC1 | 11% | 1% | -18% | -21% | 4% | -8% | ? | ?
COc1cc(CSc2nnnn2-c2ccc(C)cc2)cc(OC)c1OC | 6% | 11% | -95%[inhibitor] | -3% | -5% | -15% | ? | -2%
O=C(O)/C(=C\c1ccco1)NC(=O)c1cccc2ccccc12 | 9% | 6% | 1% | 4% | 7% | 7% | 12% | -8%
COc1cccc(CNC(=O)CC2Sc3ccccc3NC2=O)c1 (configuration not stated) | 5% | 3% | -19% | 5% | 0% | -1% | -11% | 16%
COc1ccc(S(=O)(=O)Nc2ccccc2OC)cc1NC(=O)c1cc2ccccc2oc1=O | 9% | -4% | . | -17% | . | 2% | 14% | 2%
O=C(NCCc1c[nH]c2ccccc12)[C@H]1C[C@@H]1[C@H](NP(=O)(c1ccccc1)c1ccccc1)c1ccccc1 | . | 0% | -13% | -1% | 6% | . | -8% | -7%
Cc1ccc(C(=O)Oc2ccccc2N2C(=O)C3CCCCC3C2=O)cc1 (configuration not stated) | 0% | 2% | -16% | -3% | -2% | -18% | 10% | 3%
COc1ccc(OC)c(C(=O)CC2OC(=O)c3ccccc32)c1 (configuration not stated) | 8% | 1% | -14% | 0% | -11% | -1% | -1% | -3%
Nc1c(C(=O)c2ccc(Cl)cc2)sc2nsc(SCCN3CCOCC3)c12 | -2% | 2% | . | -4% | 14% | . | . | -4%
CCCCn1c(=O)[nH]c(=O)c2c1nc(-c1ccc(-c3ccc(F)cc3)o1)n2C | 4% | 5% | . | -7% | 8% | . | . | ?
CCOC(=O)C1=C(c2ccccc2)Nc2ncnn2C1c1ccc(O)cc1 (configuration not stated) | -8% | 2% | . | 0% | 1% | . | . | -2%
CCSc1nc2ccccc2n1C(=O)/C=C\c1ccc(OC)c(OC)c1 | 3% | -2% | -67%[inhibitor] | 0% | -8% | 0% | 10% | 0%
Cn1cccc1Cc1nnc(SCC(=O)N2CCc3ccccc32)n1-c1ccc(F)cc1 | -2% | -2% | -16% | -3% | -1% | -7% | -12% | 0%
CC(C)c1nc2oc3c(NCC4CCCO4)ncnc3c2c2c1COC(C)(C)C2 (configuration not stated) | 3% | 2% | -9% | 0% | 0% | -3% | ? | ?
Cc1ccc(NC(=O)c2c(C)nn(-c3ccccc3)c2Cl)c(C)c1 | 10% | 0% | -11% | -4% | -8% | ? | -12% | 6%
O=C(Nc1ccncc1)C1CCC(CNS(=O)(=O)c2cccc3nsnc23)CC1 (configuration not stated) | 7% | -9% | . | 2% | -1% | . | . | 6%
O=C(CCc1nnc(-c2ccc3c(c2)OCO3)o1)N(Cc1ccncc1)CC1CCCO1 (configuration not stated) | -9% | 13% | . | 2% | 8% | 10% | 10% | ?
c1ccc(-c2nc3ccccc3s2)nc1 | -6%&3% | 3%&5% | 16µM* | -3%&7% | 10%&-1% | -9% | ? | ?
Clc1cccc(OCCn2cncn2)c1Cl | 0% | -7% | 4% | -13% | -6% | 4% | -8% | ?
CCN(CC)CCCn1c(=S)[nH]c2ccccc2c1=O | -8% | 3% | 3% | 4% | 4% | 0% | -7% | -8%
O=C(O)c1ccc(S(=O)(=O)c2ccc(Sc3ccc(C(=O)O)c(C(=O)O)c3)cc2)cc1 | -5% | 5% | 13% | 8% | -13% | -1% | -2% | ?
CCN(CC)c1ccc2cc(/C(N)=N/NC(=O)c3cccs3)c(=O)oc2c1 | 2% | 4% | . | 2% | 58%[activator] | . | . | -1%
CCC(=O)N1CCc2cc(S(=O)(=O)NC(Cc3ccccc3)C(=O)NC3CCCC3)ccc21 (configuration not stated) | -1% | 3% | . | -2% | . | 5% | ? | 0%
Cc1cc(C(F)(F)F)nn1CC(=O)NNC(=S)Nc1ccc(Cl)cc1 | -5% | 6% | 29% | 1% | 3% | -4% | ? | 0%
COc1ccc(C(=O)N2CCC3(CCCN(Cc4ccccc4OC)C3)CC2)cc1 | . | 3% | -22% | 0% | 12% | . | 1% | .

Some of the entries above, reformatted.
Screens in order – GAA glycogen	aGal spleen mod	SMN2 splice up	GAA spleen mod	GoLoco inh red	GAA inh	ALDH1A1 block	KDM4E inh
- c1ccc(-c2nc3ccccc3s2)nc1
 : -6%&3%	3%&5%	16µM*	-3%&7%	10%&-1%	-9%	?	?
- Clc1cccc(OCCn2cncn2)c1Cl
 : 0%	-7%	4%	-13%	-6%	4%	-8%	?
- CCN(CC)CCCn1c(=S)[nH]c2ccccc2c1=O
 : -8%	3%	3%	4%	4%	0%	-7%	-8%
- O=C(O)c1ccc(S(=O)(=O)c2ccc(Sc3ccc(C(=O)O)c(C(=O)O)c3)cc2)cc1
 : -5%	5%	13%	8%	-13%	-1%	-2%	?
- CCN(CC)c1ccc2cc(/C(N)=N/NC(=O)c3cccs3)c(=O)oc2c1
 : 2%	4%	.	2%	58%[activator]	.	.	-1%
- CCC(=O)N1CCc2cc(S(=O)(=O)NC(Cc3ccccc3)C(=O)NC3CCCC3)ccc21 (configuration not stated)
 : -1%	3%	.	-2%	.	5%	?	0%

The listing continues.
SMILES | GAA glycogen | aGal spleen mod | SMN2 splice up | GAA spleen mod | GoLoco inh red | GAA inh | ALDH1A1 block | KDM4E inh
CS(=O)(=O)N1CCN(c2ccc([N+](=O)[O-])c(SCc3ccco3)c2)CC1 | 4% | -5% | -10% | -1% | 5% | -9% | ? | 6%
COc1ccc(-c2nc(NC(=O)c3ccc(OCC(=O)N4CCOCC4)c(OC)c3)sc2C)cc1 | -4% | 4% | -89%[inhibitor] | 1% | 7% | 0% | ? | ?
COc1ccc(CSCC(=O)NCCC(C)C)cc1 | 5% | 0% | . | -6% | 0% | ? | -4% | 13%
CCCC(=O)Nc1nnc(-c2ccc3c(c2)OCCO3)o1 | 1% | -7% | ? | . | 14% | ? | -7% | ?
CCCCCn1c(C(Cc2ccccc2)NC(=O)COC)nc2ccccc21 (configuration not stated) | -11% | 5% | -9% | -11% | -7% | -8% | -2% | 2%
